HTT ATP protect – cytoprotection in Huntington HTT-Q103 PC12 cell model | PC12 HTT-Q103 induced, cytoprotection, ATP luminescence, 40 h | Potency, µM (titrated, usually from 56.4 µM), for the others: cytoprotection (ATP increase), most hits filed as activators | actives 0.14% (n = 230,000);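 note: % of control where 0% means no effect; nearly all actives have a fitted effect of over 45% in size; toxic huntingtin expression switched on by the ecdysone agonist tebufenozide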
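PC12 cells with ecdysone-inducible HTT exon 1 Q103-GFP, induced with 100 nM tebufenozide and co-treated with library compounds in a dose series (1536-well, 1500 cells/well). Cytoprotection read as ATP content by ATPlite luminescence.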
L3MBTL1 inh – L3MBTL1 (human) inhibition | actives 0.66% (n = 230,000) | AlphaScreen L3MBTL1–H3K9me1 peptide binding | Potency, µM (series often up to 57.1 µM), without a hit: top-dose activity, negative = inhibition, most hits filed as inhibitors; note: % is set by controls: 0 for no effect and ±100 for the full control effect; nearly all actives have a fitted effect of over 60% in size
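AlphaScreen proximity signal between nickel-chelate acceptor and streptavidin donor beads (final 10 ug/mL) reports binding of 50 nM L3MBTL1 to 75 nM biotin-H3 K9me1 peptide; complex incubated with compounds 30 min at room temperature; cefsulodin titration as control.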
TR SRC2 fluor cs – alters Texas Red total fluorescence, flagging assay interference; TRb/SRC2 Texas Red total fluorescence interference; Potency, µM (doses to about 106 µM), for the others: top-dose fluorescence change, negative = quenching; actives 0.29% (n = 280,000); AID 1479; active = well fitted curve in either direction with a large enough effect; inconclusive = small, poorly fitted or top-dose-only effect; note: % is set by controls: 0 for no effect and ±100 for the full control effect
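Flags fluorescent or light-absorbing compounds by total fluorescence, S + 2P, at 555 nm excitation and 632 nm emission. Mixture: 20 nM Texas Red SRC2 peptide, 0.6 uM human TRb LBD, 1 uM T3, 5% DMSO; compound exposure 5 h at ambient temperature.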
Tau fibril ThT – inhibitors of human tau fibril formation, thioflavin T binding; AID 1460; actives 2.1% (n = 270,000); recombinant tau K18 P301L, heparin-induced fibrillization, ThT fluorescence; Potency, µM (series often up to 57.4 µM), without a hit: at the top dose activity, negative = inhibition, hits mostly inhibitors; P10636; note: % is set by controls: 0 for no effect and ±100 for the full control effect; nearly all actives have a fitted effect of over 55% in size
Target sequence (P10636 561-689 P618L limits assumed): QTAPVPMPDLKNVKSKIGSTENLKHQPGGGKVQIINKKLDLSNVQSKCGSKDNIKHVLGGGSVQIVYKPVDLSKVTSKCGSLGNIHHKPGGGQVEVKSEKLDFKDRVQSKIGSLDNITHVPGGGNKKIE
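Recombinant human tau K18 fragment […] carrying P301L, 15 uM unlabeled plus 0.24 uM Alexa 594-labeled, was fibrillized with 20 uM heparin in 100 mM sodium acetate pH 7 for 6 hr at 37 C; 30 uM ThT fluorescence read after 1 hr.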
Tau FP inhib – inhibitors of human tau fibril formation; K18 P301L tau heparin fibrillization, Alexa594 FP, 6 h; Potency, µM (highest dose often 57.7 µM), without a hit: top-dose activity, negative = inhibition, actives largely listed as inhibitors; actives 0.39% (n = 280,000); AID 1468; note: % is set by controls: 0 for no effect and ±100 for the full control effect; nearly all actives have a fitted effect of over 55% in size
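Quantitative HTS format: compounds meet 15 uM recombinant K18 P301L tau and Alexa 594-tau tracer in 100 mM sodium acetate pH 7; 20 uM heparin triggers fibrillization at 37 C over 6 hr; FP gives the signal.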
Tau fluor counter – counter-screen for tau fibril formation inhibitors. tau K18 P301L (four-repeat tau fragment) Alexa594 fluorescence, heparin fibrillization. AID 1463. actives 0.93% (n = 280,000). Potency, µM (titrated, usually from 57.7 µM), for the others: top-dose activity change, negative = decrease; note: % is set by controls: 0 for no effect and ±100 for the full control effect; nearly all actives have a fitted effect of over 55% in size
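Human K18 P301L tau (15 uM unlabeled plus 0.24 uM Alexa 594-labeled, final) in 100 mM sodium acetate pH 7 was mixed with compound and 20 uM heparin and incubated 6 hr at 37 C.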
TRb-SRC2 inh – disrupts binding of human TR beta to SRC2. TRbeta-SRC2 peptide binding, fluorescence polarization; receptor liganded with 1 µM T3. P10828. AID 1469. actives 0.065% (n = 280,000). Potency, µM (top dose mostly 106 µM), for inactives: at the highest dose activity change, negative = inhibition, usual class: inhibitors;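 note: plate controls were bound peptide for no effect and peptide without receptor for full effect; nearly all actives have a fitted effect of over 50% in size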
Target sequence (P10828 whole entry, looked up): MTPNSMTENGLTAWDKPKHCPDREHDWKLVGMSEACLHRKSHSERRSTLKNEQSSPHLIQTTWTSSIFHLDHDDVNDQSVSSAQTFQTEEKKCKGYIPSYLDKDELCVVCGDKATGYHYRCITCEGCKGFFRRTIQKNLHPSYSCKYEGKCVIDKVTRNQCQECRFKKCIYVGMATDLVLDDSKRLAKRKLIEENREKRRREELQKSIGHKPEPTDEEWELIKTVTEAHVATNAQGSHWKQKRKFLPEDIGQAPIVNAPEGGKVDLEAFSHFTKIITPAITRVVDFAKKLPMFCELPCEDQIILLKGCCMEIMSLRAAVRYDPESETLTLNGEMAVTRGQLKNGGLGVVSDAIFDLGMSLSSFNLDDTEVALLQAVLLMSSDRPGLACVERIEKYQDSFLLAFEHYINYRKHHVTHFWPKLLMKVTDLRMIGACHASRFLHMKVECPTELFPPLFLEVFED
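Decrease in fluorescence polarization of 20 nM Texas Red SRC2 coactivator peptide flagged inhibition of its binding to 0.6 uM TRb LBD; 1 uM T3 included, incubation 5 hr, ex 555/em 632 nm.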
RECQ1 inh – blocks DNA unwinding by human RECQ1; P46063; RECQ1 DNA unwinding, red fluorescence kinetic read; Potency, µM (highest dose often 57.3 µM), without a hit: at the top dose activity, negative = inhibition, most hits filed as inhibitors; actives 0.54% (n = 240,000);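 note: plate controls were vehicle for no effect and no enzyme for full effect; nearly all actives have a fitted effect of over 30% in size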
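RECQ1T1 50 nM; forked duplex (20 bp + 30-nt ss tails) 200 nM, ATP 2 mM final; pH 8.0, 2 mM MgCl2, 2.5 ug/ml poly(dI-dC); 15 min compound preincubation; discontinuous kinetic read over 2 h at RT.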
The depositor's hits bear a star; i = inactive; ? = inconclusive; nt = not tested or not shown; & = joins results of further samples; [ ] = dose if it differs, or a comment. Unless noted, calls come from the whole dose curve; as a rule, active = well fitted curve in the direction sought with a large enough effect; inconclusive = small, poorly fitted or top-dose-only effect, or another doubt; inactive = no such curve, though single readings can be large; an effect the other way counts as inactive or inconclusive. Potency is the fitted concentration of half-maximal effect.

canonical_smiles	Tau FP inhib	RECQ1 inh	TRb-SRC2 inh	L3MBTL1 inh	Tau fibril ThT	Tau fluor counter	TR SRC2 fluor cs	HTT ATP protect
CN(C)CCN(C(=O)c1ccc(N2C(=O)CCC2=O)cc1)c1nc2cc3c(cc2s1)OCCO3	-5%	-1%	-5%	nt	?	-13%	-5%	-36%
N/C(=N\OC(=O)Oc1ccccc1)c1ccc(Cl)cc1	6%	-10%	-2%	nt	-4%	2%	1%	-19%
O=C(c1cc(-c2ccccc2O)on1)N1CCCC1	-9%	-12%	-1%	7%	-5%	-5%	4%	-35%
CN(C(=O)CSc1nnc(COc2ccccc2)o1)c1ccccc1	4%	nt	-7%	nt	-13%	?	-1%	nt
COc1ccc(NC(=O)CSc2nncn2C)cc1OC	0%	?	-4%	6%	-3%	-1%	2%	20%[1.9 µM]
O=C(NNc1cc(N2CCOCC2)nc(N2CCOCC2)n1)C12CC3CC(CC(C3)C1)C2	5%	3%	1%	0%	-12%	-3%	1%	nt
O=C(CCC(=O)N(CC(=O)NC1CCCCC1)c1ccc2c(c1)OCCO2)Nc1ccccn1	-2%	17%	-4%	11%	-9%	-2%	-1%	0%[10 µM]
O=C(NC1CC1)C1=C[C@H](c2ccccc2)C[C@H](OCc2ccc(CO)cc2)O1	-1%	-16%	3%	10%	-2%	-2%	0%	-3%[10 µM]
Oc1cccc(Nc2ncnc3sc4c(c23)CCCC4)c1	-8%	nt	-11%	nt	4%	-5%	-1%	nt
Cc1ccc(S(=O)(=O)N2CCOCC2)cc1C(=O)OC1CCCCC1=O (stereo unspecified)	-9%	i	-2%	-3%	-2%	-1%	0%	-60%
CCOC(=O)C1CCN(c2ccc([N+](=O)[O-])cc2)CC1	5%	i	3%	-12%	?	-4%	-5%	nt
CC(=O)/C=C(\C)N=Nc1c(O)[nH]c2ccccc12	-4%	0%	-1%	-13%	7.9µM*	-11%	-3%	6%[10 µM]

Next compounds follow.
canonical_smiles	Tau FP inhib	RECQ1 inh	TRb-SRC2 inh	L3MBTL1 inh	Tau fibril ThT	Tau fluor counter	TR SRC2 fluor cs	HTT ATP protect
O=C1OC2(c3cc(Br)c(O)c(Br)c3Oc3c2cc(Br)c(O)c3Br)c2c(Cl)c(Cl)c(Cl)c(Cl)c21	nt	5µM*	2.5µM*	nt	nt	nt	?	-79%[inhibitor]
CC(C(=O)Nc1cc(C(F)(F)F)ccc1N1CCOCC1)N1C(=O)C2CC=CCC2C1=O (stereo unspecified)	9%	i	-18%	-3%	-2%	0%	-1%	2%
COc1cc2c(cc1OC)-c1cc(=Nc3c(C)cc(C)cc3C)n(C)c(=O)n1CC2	-1%&0%&11%	-1%&-11%	-2%&7%&-3%	nt	?	-25%&-28%&-13%	-1%&-3%&-4%	?
N#CCSc1nnc(-c2cnccn2)n1Cc1ccccc1	0%	0%	-16%	4%	-8%	-6%	-1%	16%[1.9 µM]
CCOc1ccc(-c2nonc2NC(=O)COc2ccc(C)c(C)c2)cc1OCC	-7%	nt	-2%	nt	15%	5%	2%	nt
CC(NC(=O)c1ccc(F)cc1)c1nc2ccccc2[nH]1 (stereo unspecified)	0%	nt	-3%	nt	1%	-13%	-1%	nt
CCOc1cccc(C2c3[nH]c4ccccc4c3CCN2C(=O)c2ccccc2F)c1 (stereo unspecified)	-6%	nt	-8%	nt	-5%	-13%	-1%	nt
COc1ccc(N(CC(=O)NCc2ccco2)S(C)(=O)=O)c(OC)c1	-6%	-4%	-6%	2%	-10%	-4%	-2%	-9%[10 µM]
C=CCN1C(=O)C(CC(=O)O)SC1=Nc1ccc(C(=O)O)cc1 (stereo unspecified)	8%	-4%	2%	5%	-4%	-6%	3%	-15%
O=C(NCc1ccccc1)c1cccn1-c1nnc(N2CCCC2)s1	-2%	nt	5%	nt	1%	0%	-1%	nt
COC(=O)C1=C(C)N(CC2CCCO2)C(=O)C1 (stereo unspecified)	-3%	i	-4%	6%	-5%	1%	0%	-12%
COc1ccccc1/C=N/NC(=O)c1ccc(N(C)S(=O)(=O)c2ccccc2)cc1	-6%	-5%	-7%	nt	6%	-21%	2%	-31%[inhibitor]

Further results follow:
canonical_smiles	Tau FP inhib	RECQ1 inh	TRb-SRC2 inh	L3MBTL1 inh	Tau fibril ThT	Tau fluor counter	TR SRC2 fluor cs	HTT ATP protect
CC(C)c1nnc(NC(=O)C2CCN(c3cnccn3)CC2)s1	-13%	-5%	-9%	-1%	-12%	-13%	-1%	-11%[1.9 µM]
Cc1ccsc1S(=O)(=O)N1CCC(CO)(CC2CCCCO2)CC1 (stereo unspecified)	-2%	-7%	0%	5%	-2%	-7%	0%	3%[10 µM]
CCc1cc2ccc(OC)cc2nc1SCC(=O)NNC(C)=O	-3%	i	3%	?	-2%	-4%	-2%	8%[10 µM]
COCc1cc(C)n(CC(=O)Nc2ccccc2C(=O)OC)c(=O)c1C#N	2%	0%	-2%	0%	-1%	-1%	-1%	4%[10 µM]
O=C(Nc1nnc(C2CC2)s1)C1COc2ccccc2O1 (stereo unspecified)	-3%	-11%	2%	nt	-8%	-2%	4%	-58%[inhibitor][10 µM]
CC(C)(C)Cc1nnc(NC(=O)CN2C(=O)c3ccccc3C2=O)s1	-5%	6%	0%	2%	-2%	0%	-2%	20%[10 µM]
Cc1cccc(N2CCN(C(=O)C3CCN(S(=O)(=O)c4ccc5c(c4)oc(=O)n5C)CC3)CC2)c1C	-11%	nt	-1%	nt	-7%	-16%	-1%	nt
O=C(COC(=O)c1n[nH]c2ccccc12)c1cc(F)ccc1F	-10%	-12%	-7%	-1%	?	-25%	-2%	-14%
CCN(CC)c1ccc2cc(-c3nc4ccccc4[nH]3)c(=O)oc2c1	-3%	-1%	-1%	6%	?	-13%	0%	-76%[inhibitor][10 µM]
O=C(c1ccco1)N1CCN(S(=O)(=O)c2ccc3c(c2)OCCO3)CC1	0%	-3%	-4%	nt	-7%	-7%	-3%	-14%[10 µM]
CNC(=O)CN1C(=O)c2cccnc2Sc2ccccc21	6%	nt	-6%	nt	-4%	0%	?	nt
NS(=O)(=O)c1ccc(NN=C2CCN(Cc3ccccc3)CC2)c([N+](=O)[O-])c1	12%	i	-7%	-7%	25µM*	-27%	-4%	-7%

New compounds follow.
canonical_smiles	Tau FP inhib	RECQ1 inh	TRb-SRC2 inh	L3MBTL1 inh	Tau fibril ThT	Tau fluor counter	TR SRC2 fluor cs	HTT ATP protect
c1ccc(Nc2ccnc(Nc3ccccc3)n2)cc1	?	-1%	-2%	-3%	-8%	?	-1%	2%[10 µM]
Cc1cccc(NC(=O)c2cc(NC(=O)C3CC=CCC3C(=O)O)ccc2N2CCOCC2)c1 (stereo unspecified)	-4%	-9%	-6%	5%	-9%	-1%	-1%	43%[10 µM]
Cc1ccc(NC(=O)CSc2n[nH]c(=O)n2C2CC2)cc1S(=O)(=O)N1CCOCC1	3%	-2%	8%	12%	3%	3%	0%	11%[10 µM]
Cc1cccc(-c2noc(CCC(=O)Nc3ccc(C(N)=O)cc3)n2)c1	5%	0%	1%	nt	nt	6%	1%	-11%[10 µM]
Nc1nc(-c2ccc3c(c2)CCC(=O)N3)cs1	-5%	17%	-3%	6%	?	-8%	-2%	-34%[inhibitor]
O=C1C2CCCN2C(c2ccccc2)N1c1ccc(F)cc1 (stereo unspecified)	?	-3%	-1%	-1%	1%	3%	1%	4%
CCOC(=O)c1c(NC(=O)C(C)Sc2cn(CCNC(=O)c3ccccc3OC)c3ccccc23)sc2c1CCC2 (stereo unspecified)	5%	nt	1%	nt	?	-11%	-38%	nt
O=c1oc2ccccc2c2c1ncn2-c1ccccc1	-5%	0%	-18%	-15%[11.4 µM]	-6%	-2%	-2%	23%
O=P1(c2ccccc2)C=Cn2c1cc1c2CCCC1 (stereo unspecified)	7%	-16%	-3%	0%	-6%	-4%	0%	-20%[0.074 µM]
O=C(NCCC1=CCCCC1)c1ccc(F)c(S(=O)(=O)N2CCOCC2)c1	3%	i	0%	-1%	-10%	-8%	-9%	-5%
COc1ccc2c(c1)c(N1CCCC1=O)c(C(=O)Nc1ccc(Cl)cc1C)n2C	-6%	nt	5%	nt	-6%	-13%	-2%	nt
CCOC(=O)c1nc(-c2ccccc2)oc1N1CCOCC1	3%	i	-4%	-4%	-9%	-7%	-6%	-25%

Next part (3 carried over from the part before).
canonical_smiles	Tau FP inhib	RECQ1 inh	TRb-SRC2 inh	L3MBTL1 inh	Tau fibril ThT	Tau fluor counter	TR SRC2 fluor cs	HTT ATP protect
O=C(NCCC1=CCCCC1)c1ccc(F)c(S(=O)(=O)N2CCOCC2)c1	3%	i	0%	-1%	-10%	-8%	-9%	-5%
COc1ccc2c(c1)c(N1CCCC1=O)c(C(=O)Nc1ccc(Cl)cc1C)n2C	-6%	nt	5%	nt	-6%	-13%	-2%	nt
CCOC(=O)c1nc(-c2ccccc2)oc1N1CCOCC1	3%	i	-4%	-4%	-9%	-7%	-6%	-25%
COc1cc2c(cc1N/C=C(\C#N)c1nc(-c3ccccc3)cs1)oc1ccccc12	3%	-1%	-3%	nt	-15%	-17%	0%	-18%
CC1CN(C2CCN(S(=O)(=O)c3ccccc3)CC2)CC(C)O1 (stereo unspecified)	-10%	-14%	3%	?	5%	0%	0%	-3%[10 µM]
O=C(O)CNc1nc(-c2ccccc2)c2cc([N+](=O)[O-])ccc2n1	-1%	7%	-4%	-12%	-18%	-2%	-10%	-14%[10 µM]
CC(C)(C)C1CCc2onc(C(=O)NCc3ccc(F)cc3)c2C1 (stereo unspecified)	3%	-9%	1%	11%	-13%	-20%	1%	-35%
Cc1c(NC(=O)COC(=O)c2ccc(Br)o2)c(=O)n(-c2ccccc2)n1C	3%	i	3%	6%	6%	8%	2%	5%
COc1ccc(C2CC(=O)Oc3cc(OC)ccc32)cc1 (stereo unspecified)	0%[81.3 µM]	i	-1%	8%	-19%[81.4 µM]	-22%[81.3 µM]	-5%	?
CO/N=C(\C)c1ncc(C(F)(F)F)cc1N1CCOCC1	4%	i	-11%	nt	-6%	-6%	2%	0%

Compound activity from PubChem BioAssay.

Not all compounds are listed, so the mix of outcomes need not match the whole.
